Vif-APOBEC3G blk: qHTS for Inhibitors of Vif-A3G Interactions: qHTS | DNA dC->dU-editing enzyme APOBEC-3G (Homo sapiens), Q9HC16 | HeLa A3G-eYFP + Vif (tagged APOBEC3G with the HIV-1 protein that degrades it), YFP fluorescence, overnight | Potency, µM (highest dose often 46.1 µM), for the others: at the top dose activity, negative = active, most hits filed as inhibitors | actives 0.076% (n = 410,000);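 further: potency means the concentration at half of the fitted maximal effect; on the % scale 0 is the no-effect control and ±100 the full control effect; nearly all actives have a fitted effect of over 60% in size; hits raise eYFP signal because A3G escapes Vif-driven loss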
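Read-out is eYFP fluorescence (Ex 488/Em 500-530) from Vif-expressing HeLa A3G-eYFP cells; more signal means A3G escaped Vif-mediated degradation. Cells plated overnight, compound pinned in, incubated overnight at 37 deg C.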
USP1-UAF1 inh: Inhibitors of USP1/UAF1: Primary Screen. recombinant USP1/UAF1, Ub-Rhodamine cleavage fluorescence. actives 0.23% (n = 390,000). Ubiquitin carboxyl-terminal hydrolase 1 (Homo sapiens), O94782. Potency, µM (top dose mostly 57.1 µM), for inactives: top-dose activity change, negative = inhibition, most hits filed as inhibitors; further: potency means the concentration at half of the fitted maximal effect; on the % scale 0 is the no-effect control and ±100 the full control effect; nearly all actives have a fitted effect of over 60% in size; inactives centre near -12
Target sequence (O94782 whole entry, looked up): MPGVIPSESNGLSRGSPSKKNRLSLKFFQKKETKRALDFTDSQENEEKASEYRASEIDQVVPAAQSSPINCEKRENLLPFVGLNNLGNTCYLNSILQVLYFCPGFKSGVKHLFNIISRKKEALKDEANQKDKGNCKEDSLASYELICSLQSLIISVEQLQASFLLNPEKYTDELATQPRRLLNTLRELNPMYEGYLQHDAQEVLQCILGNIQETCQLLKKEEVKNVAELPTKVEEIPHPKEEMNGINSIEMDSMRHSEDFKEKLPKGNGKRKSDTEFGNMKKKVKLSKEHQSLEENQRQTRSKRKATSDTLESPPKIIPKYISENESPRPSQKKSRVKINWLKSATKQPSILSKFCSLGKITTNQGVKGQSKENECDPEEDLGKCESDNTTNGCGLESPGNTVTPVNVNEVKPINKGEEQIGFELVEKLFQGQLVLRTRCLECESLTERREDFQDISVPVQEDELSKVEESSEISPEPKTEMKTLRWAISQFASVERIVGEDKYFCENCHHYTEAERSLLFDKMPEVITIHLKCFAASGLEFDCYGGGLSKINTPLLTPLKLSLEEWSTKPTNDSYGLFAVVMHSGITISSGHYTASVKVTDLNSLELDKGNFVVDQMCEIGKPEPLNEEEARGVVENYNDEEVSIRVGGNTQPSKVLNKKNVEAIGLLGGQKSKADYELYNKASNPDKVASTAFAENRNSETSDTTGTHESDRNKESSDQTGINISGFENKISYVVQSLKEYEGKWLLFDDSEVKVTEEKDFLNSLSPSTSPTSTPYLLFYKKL
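Step one: compound is pinned into 1nM USP1/UAF1 in HEPES pH 7.8 buffer with TCEP. Step two: 15 min room-temperature incubation. Step three: Ub-Rho (150nM final) starts cleavage, tracked by fluorescence over six one-minute reads.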
Vif-APOBEC3F blk: qHTS for Inhibitors of Vif-A3F Interactions: qHTS; Potency, µM (titrated, usually from 46.1 µM), for inactives: at the top dose activity, negative = active; HeLa A3F-eYFP + Vif (tagged APOBEC3F with the HIV-1 protein that degrades it), YFP fluorescence increase; actives 0.2% (n = 390,000); AID 602313, 2012; further: potency means the concentration at half of the fitted maximal effect; % of control where 0% means no effect; nearly all actives have a fitted effect of over 65% in size
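HeLa cells stably expressing Vif plus C-terminally eYFP-tagged A3F were seeded, incubated overnight at 37 deg C, dosed with compound, incubated overnight again at 37 deg C. Yellow fluorescence (Ex 488/Em 500-530) reported blocked Vif-mediated A3F-eYFP degradation.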
LDHA block: qHTS assay for inhibitors of human lactate dehydrogenase; purified LDHA, NADH/diaphorase-resazurin fluorescence; hits give low values; activity change, % (values are at about 110 or 230 µM); actives 0.15% (n = 480,000); AID 1347041, 2019; in the data active means activity change below about -30%; inconclusive means mostly about -25% to -30%;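 further: plate controls were DMSO wells for no effect and wells without enzyme for full effect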
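Remaining NADH was detected by diaphorase (0.133 mg/mL) converting 37 µM resazurin to fluorescent resorufin, read at 0 and 20 minutes. The preceding 5-minute room-temperature reaction used 2 nM LDHA, 0.2 mM sodium pyruvate and 0.06 mM NADH at pH 7.4.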
mIDH1 inhibitor: qHTS for Inhibitors of mutant isocitrate dehydrogenase 1 (IDH1): qHTS | actives 0.093% (n = 390,000) | Isocitrate dehydrogenase [NADP] cytoplasmic (Homo sapiens), O75874 | Potency, µM (titrated, usually from 76.6 µM), inactives show at the highest dose activity change, negative = inhibition, usual class: inhibitors | IDH1-R132H enzyme, NADPH consumption, diaphorase/resazurin fluorescence; further: potency means the concentration at half of the fitted maximal effect; on the % scale 0 is the no-effect control and ±100 the full control effect; nearly all actives have a fitted effect of over 65% in size
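IDH1-R132H (0.5 ug/mL) preincubated 30 min with compound, then NADPH (0.016 mM) and alpha-KG (2 mM) added; 80 min at RT, pH 7.5. Remaining NADPH coupled via diaphorase/resazurin to fluorescence (540/590 nm); concentration-response curves normalized to no-enzyme control.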
GRP78 ERSR act: qHTS for Inducers of the Endoplasmic Reticulum Stress Response (ERSR) in Human Glioma: qHTS; Potency, µM, for inactives: at the top dose activation, hits mostly activators; actives 0.02% (n = 420,000); U87-MG GRP78 promoter luciferase reporter, 16 h; further: potency means the concentration at half of the fitted maximal effect; series mostly up to about 76 µM; % of control where 0% means no effect; nearly all actives have a fitted effect of over 35% in size
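Stably transfected U87-MG glioma cells carrying a GRP78-based luciferase sensor; 16 h compound incubation. Luminescence end-point read 10 min after Bright-Glo addition at room temperature.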
TrxR1 inh: qHTS Assay for Inhibitors of Mammalian Selenoprotein Thioredoxin Reductase 1 (TrxR1): qHTS | recombinant rTrxR1, NADPH fluorescence consumption, selenite substrate | Thioredoxin reductase 1, cytoplasmic (Rattus norvegicus), O89049 | Potency, µM (series often up to 114 µM), without a hit: at the top dose activity change, negative = inhibition, hits mostly inhibitors | actives 1% (n = 390,000); further: potency means the concentration at half of the fitted maximal effect; on the % scale 0 is the no-effect control and ±100 the full control effect; nearly all actives have a fitted effect of over 65% in size
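Rat TrxR1 (90 nM in the dispensed reagent) was pre-reduced with 400 uM NADPH for 5 min at room temperature, then incubated with compound for 15 min. After 400 uM selenite was added, NADPH fluorescence (Ex 340/Em 450 nm) was followed for 8 min.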
TrxR1 substrate: qHTS Assay for Substrates of Mammalian Selenoprotein Thioredoxin Reductase 1 (TrxR1): qHTS; Potency, µM (titrated, usually from 114 µM), for inactives: top-dose activity change, negative = substrate turnover; purified TrxR1 substrate turnover, NADPH consumption readout; Thioredoxin reductase 1, cytoplasmic (Rattus norvegicus), O89049; actives 0.01% (n = 390,000); AID 588456, 2011; further: potency means the concentration at half of the fitted maximal effect; on the % scale 0 is the no-effect control and ±100 the full control effect; nearly all actives have a fitted effect of over 50% in size
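Rat TrxR1, dispensed at 90 nM, was prereduced with 400 uM NADPH (final) for 5 min at ~22 deg C, then incubated with compound 15 min before 400 uM selenite. A first-read NADPH fluorescence drop versus no-compound background flagged substrates.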
RGS4 inhibitor: Inhibitors of Regulator of G Protein Signaling (RGS) 4: qHTS. Regulator of G-protein signaling 4 (Homo sapiens), P49798. Transcreener GDP fluorescence polarization, RGS4-accelerated GTP hydrolysis. Potency, µM (top dose mostly 114 µM), for inactives: at the top dose activity change, negative = inhibition, actives largely listed as inhibitors. actives 0.039% (n = 390,000). AID 504845, 2011; further: potency means the concentration at half of the fitted maximal effect; on the % scale 0 is the no-effect control and ±100 the full control effect; nearly all actives have a fitted effect of over 75% in size; some results filed as inactive show a strong effect at the top dose
Target sequence (P49798 whole entry, looked up): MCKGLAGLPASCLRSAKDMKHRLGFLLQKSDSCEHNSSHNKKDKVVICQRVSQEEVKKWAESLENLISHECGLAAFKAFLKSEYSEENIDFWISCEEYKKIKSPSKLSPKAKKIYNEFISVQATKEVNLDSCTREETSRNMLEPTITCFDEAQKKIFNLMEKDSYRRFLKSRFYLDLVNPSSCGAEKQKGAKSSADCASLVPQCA
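MLSMR compounds (23 nl, pin-transferred) preincubated 10 min at room temperature with a 500nM (2x) first reagent, then RGS4 at 900nM (2x) plus Transcreener GDP mix added; fluorescence polarization (620/688 nm) read before and after 90 min at 30 °C.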
* hit, by the source's call; ? = inconclusive; nt = not tested or not shown; & = joins results of further samples; [ ] = dose if it differs, or a comment. Unless noted, the call rests on the fitted dose curve; in most records, active means well fitted curve in the direction sought with a large enough effect; inconclusive means small, poorly fitted or top-dose-only effect, or another doubt; inactive means no such curve, though single readings can be large; an effect the other way counts as inactive or inconclusive. These rows are one share of the data; rates above refer to the full screens.

Values run as follows: Vif-APOBEC3G blk | USP1-UAF1 inh | Vif-APOBEC3F blk | LDHA block | mIDH1 inhibitor | GRP78 ERSR act | TrxR1 inh | TrxR1 substrate | RGS4 inhibitor
1: c1cncc(-c2nc(N3CCCCCC3)c3ccccc3n2)c1
 : 1% | -21% | 3% | 0 | ? | -1% | -7% | -7% | -7%
2: CCc1sc(C(=O)N2CCCN(C)CC2)cc1Br
 : 4% | -19% | -5% | -4 | -5% | 6% | 5% | 0% | -11%
3: COc1ccc(C(=O)NC(C)CCc2ccccc2)cc1 (stereo not given)
 : 1% | -18% | -1% | -10 | 6% | 5% | 19%[57.1 µM] | -11% | -6%
4: O=Cc1ccc2c(c1)CCN2Cc1ccccc1
 : 2% | -8% | -7% | -1 | -8% | 6% | -5% | -4% | 28%
5: COC(=O)c1ccc(CNC(=O)c2nc(Cn3nc(C)c(Br)c3C)no2)cc1
 : -3% | -21% | 2% | 2 | 5% | -5% | 7% | 0% | 1%
6: COc1ccc(CN2C(=O)c3cccnc3C2=O)cc1S(=O)(=O)NCc1ccc(C)o1
 : 4% | -18% | 1% | -1 | 3% | 0% | 32% | 3% | -11%
7: CC(C)(C)C(=O)Nc1c(Br)c(C2CC2)nn1-c1ccccc1
 : 3% | -1% | -2% | -12 | 1% | -1% | 3% | -10% | 3%
8: Cc1c(CN2CCCCC2)c(O)n(CCO)c(=O)c1C#N
 : -1% | -32% | 1% | 23 | 10% | -2% | 1%[57.1 µM] | 0%[57.1 µM] | ?
9: COc1ccc2cc(C(=O)Nc3ccc(Cl)cc3)sc(=O)c2c1OC
 : -14% | -12% | 6% | -12 | -8% | -1% | 12%[57.1 µM] | 7%[57.1 µM] | -8%
10: COc1ccccc1C(=O)N1CCN(c2nc3cc(C)cc(C)c3cc2C#N)CC1
 : 4% | -5% | 8% | 1 | 6% | -1% | nt | nt | nt
11: Cc1cc(N2CCOCC2)n2nc(C(F)(F)F)c(-c3ccccc3)c2n1
 : 0% | -14% | 0% | -6 | 3% | 1% | 12%[57.1 µM] | 17%[57.1 µM] | 4%
12: COc1ccc(OC)c(C(=O)CSc2nc3c(c(=O)n(C)c(=O)n3C)n2C(C)C)c1
 : 2% | -6% | 6% | -1 | 1% | -1% | 28% | 11% | -20%
13: COc1cc(/C=C/C(=O)OCC(=O)NNC(=O)c2cc(Cl)ccc2OC)ccc1O
 : 3% | -16% | -3% | 2 | -10% | 2% | 12% | -2% | -8%
14: CCCn1nnnc1SCC(=O)N(C(C)C)C(C)C
 : 0% | 4% | -8% | 0 | -3% | -5% | -2% | -4% | 7%
15: CC(C)c1ccc(CNc2nc(-c3ccco3)nn2S(=O)(=O)c2ccccc2)cc1
 : 2% | -18% | -9% | 7&1 | 35% | 1% | 27% | 2% | 4%
16: COc1ccccc1C(=O)Nc1ccc(NC(=O)C2CCCCC2)nc1
 : 1% | -20% | -24% | -3 | 3% | -2% | 10% | -4% | 4%
17: COc1ccc2c(/C=N/Nc3ccc(C(=O)O)cc3)c[nH]c2c1
 : -12% | ? | 7% | 13 | -8% | -7% | -15% | -2% | -24%
18: Cc1cc(N2CCN(c3ccccc3)CC2)nc(NCc2ccccc2)n1
 : 4% | -13% | 1% | ? | 3% | -7% | 0%[11.4 µM] | -26%[11.4 µM] | -29%
19: CCOC(=O)C1CCN(C(=O)c2cc3sc(C)cc3n2C)CC1
 : 1% | ? | 1% | -10 | 3% | 0% | 5% | -2% | -8%
20: COc1ccc(C(=O)N2CCN(c3ccc(C(C)=O)cc3)CC2)cc1S(=O)(=O)N1CCCC1
 : -6% | -22% | 0% | -4 | 5% | -1% | 1% | -4% | 18%
21: Cc1ccc(OCCOc2cccc3ccc(C)nc23)c([N+](=O)[O-])c1
 : 0% | -26% | -2% | -5 | 11% | 13% | 0% | 1% | -28%
22: CCOc1ccc(C(=O)NCC(=O)Nc2ncccc2C)cc1OCC
 : 0% | -11% | 6% | 1 | 4% | -2% | -8% | -1% | -16%
23: O=C(Oc1cccc(C(=S)N2CCOCC2)c1)c1ccccc1
 : 0% | -17% | 0% | -4 | -1% | 0% | 16% | -1% | -43%
24: Cc1ccc(S(=O)(=O)Nc2ccccc2C=NNC(=O)c2ccncc2)cc1
 : -7% | -27% | 0% | 2 | 2% | -5% | nt | nt | nt
25: CCOC(=O)c1nn(-c2ccc(F)cc2)c2nc(Nc3ccccc3)cc(=O)n12
 : -2% | 0% | 5% | -1 | 8% | -3% | 0%[57.1 µM] | 2%[57.1 µM] | 15%
26: CCOC(=O)N1CCC(NC(=O)CC2C(=O)NCCN2Cc2ccccc2F)CC1 (stereo not given)
 : 4% | -17% | -4% | 1 | 0% | -3% | 5%[57.1 µM] | 5%[57.1 µM] | -20%[56.9 µM]
27: CC(=O)c1cccc(S(=O)(=O)N2CCN(c3nc4cc(C)cc(C)c4cc3C#N)CC2)c1
 : 2% | -20% | 7% | -4 | 1% | -3% | 27% | 41%[activator] | -18%
28: COc1cc2cnc(-c3ccccc3)c(C(=O)c3ccc(OCc4ccccc4)cc3)c2cc1OC
 : -3% | -7% | 12% | -1 | 8% | 2% | 15% | -7% | 16%
29: Cc1cc(C)n2nc(C(=O)NCC(=O)Nc3ccc(F)c(F)c3)nc2n1
 : -1% | -16% | 0% | -3 | 3% | 0% | 2%[57.1 µM] | -6% | -7%
30: Oc1c(C=Nc2ccc(Cl)cn2)sc2ccccc12
 : -1% | -9% | 4% | 5 | 5% | 9% | 55%[activator] | 17% | -15%
31: O=C(O)C1OC2OC3(CCCCC3)OC2C2OC3(CCCCC3)OC12 (stereo not given)
 : 3% | 0% | -6% | -2 | 22% | -4% | 17%[57.1 µM] | 8%[57.1 µM] | 17%
32: CC1=NN(c2ccccc2)C(=O)/C1=C/c1ccc[nH]1
 : -9% | -14% | -3% | -10 | 2% | 6% | -1% | -2% | -32%
33: Nc1[nH]c2cc([N+](=O)[O-])ccc2c1-c1ccccn1
 : ? | -11% | 10µM* | 0 | 1% | 2% | 7% | -4% | 34%
34: Cc1cc(OC(=O)c2cc([N+](=O)[O-])ccc2Cl)c([N+](=O)[O-])c(=O)[nH]1
 : 0% | 0% | 0% | -1 | 16% | -6% | 12% | 3% | -30%
35: Cc1cccc(NC(=O)C2CCN(S(=O)(=O)c3c(C)nn(C)c3C)CC2)n1
 : 1% | -19% | -8% | -4 | 18% | -4% | 16% | 4% | 10%
36: Cc1oc2ncn(C)c(=O)c2c1C(=O)NC(C)c1ccccc1 (stereo not given)
 : -4% | 4% | 1% | -5 | 13% | -1% | -4% | -11% | 3%
37: COc1ccc(C2Nc3ccccc3C(=O)N2Cc2ccccc2)cc1CSc1ccccn1 (stereo not given)
 : -5% | -19% | -4% | 3 | 10% | -4% | 45%[activator] | 87%[activator] | -21%
38: Cc1noc(C)c1C(=O)NCCc1ccccc1
 : 3% | -9% | 1% | -5 | 12% | 2% | -4%[57.1 µM] | -6% | 8%
39: Cc1ccc(NC(=S)N(CCCN2CCN(C)CC2)Cc2cccs2)cc1
 : 5% | -3% | -7% | -6 | -1% | -3% | -12%[57.1 µM] | -5% | -11%
40: CSc1nc(C)cc(OCC#N)n1
 : -1% | -9% | nt | -11 | -1% | -3% | -3% | -4% | 35%
41: Cc1cc(Nc2ccccc2Cl)n2nc(-c3ccco3)nc2n1
 : -6% | -1% | 7% | 0 | 1% | -4% | 5%[57.1 µM] | 5%[57.1 µM] | -12%
42: O=C(CC12CC3CC(CC(Br)(C3)C1)C2)NCc1ccccc1
 : -3% | -23% | -13% | -6 | 3% | -3% | 8% | 2% | -9%
43: COc1cc(NS(=O)(=O)c2ccc(NC(C)=O)cc2)ncn1
 : 1% | -11% | 3% | -12 | 5% | -2% | 1% | -3% | 39%
44: CC1(C)CC(=O)C(C=NCC2CCN(C(=S)Nc3cccc(Cl)c3)CC2)=C(O)C1
 : -10% | -21% | -3% | 1 | 9% | 2% | -2% | 1% | ?
45: CCCN1CCc2c(sc(NC(=O)c3ccc(S(=O)(=O)N(C)c4ccccc4)cc3)c2C(=O)NC)C1
 : 22µM* | ? | ? | 1 | 5% | -9% | 8% | -4% | -39%

Bioassay records deposited in PubChem BioAssay by National Center for Advancing Translational Sciences (NCATS).
